A3G deaminase: APOBEC3G DNA deaminase inhibitors, primary screen, biochemical, fluorescence, single-stranded DNA substrate, uHTS. DNA dC->dU-editing enzyme APOBEC-3G (Homo sapiens), Q9HC16. recombinant A3G, ssDNA deamination FAM/TAMRA fluorescence. inhibition, % at 20 µM. actives 0.28% (n = 330,000);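 active = inhibition of at least 40% at 20 µM, with no more than 30% in the related APOBEC3A deaminase screen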;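 also: plate controls were DMSO wells with A3G for no effect and wells lacking A3G enzyme for full effect; some compounds called inactive have numbers as strong as hits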
Target sequence (Q9HC16 whole entry, looked up): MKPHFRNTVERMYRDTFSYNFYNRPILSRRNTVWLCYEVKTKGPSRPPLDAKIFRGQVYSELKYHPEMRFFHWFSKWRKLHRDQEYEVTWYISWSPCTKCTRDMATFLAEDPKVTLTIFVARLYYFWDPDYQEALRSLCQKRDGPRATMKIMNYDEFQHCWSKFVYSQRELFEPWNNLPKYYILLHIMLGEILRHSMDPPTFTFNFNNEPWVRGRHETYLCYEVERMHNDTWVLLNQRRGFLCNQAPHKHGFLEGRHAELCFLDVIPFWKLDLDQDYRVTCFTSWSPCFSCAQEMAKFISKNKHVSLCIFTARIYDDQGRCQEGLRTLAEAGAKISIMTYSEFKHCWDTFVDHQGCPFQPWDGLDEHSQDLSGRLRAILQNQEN
UBC13 polyUb: UBC13 polyubiquitin chain formation inhibitors, primary screen, biochemical, TR-FRET, uHTS. inhibition, % at 20 µM. actives 0.47% (n = 330,000). Ubiquitin-conjugating enzyme E2 N (Homo sapiens), P61088; in the data active = inhibition above about 45%, passing the limit was not always enough; inconclusive = no clear call, values can overlap the other calls
Target sequence (P61088 whole entry, looked up): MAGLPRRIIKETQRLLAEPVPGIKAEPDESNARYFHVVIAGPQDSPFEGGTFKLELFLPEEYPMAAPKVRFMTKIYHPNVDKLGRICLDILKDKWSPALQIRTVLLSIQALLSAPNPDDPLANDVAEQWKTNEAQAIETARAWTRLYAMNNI
SENP8 block-1: SENP8 protease inhibitors, primary screen, biochemical, luminescence; Sentrin-specific protease 8 (Homo sapiens), Q96LD8; purified SENP8, Z-RLRGG-aminoluciferin cleavage; actives 1.2% (n = 330,000); AID 2540, 2010; inhibition, % at 10 µM; in the data active = inhibition above about 50%
Target sequence (Q96LD8 whole entry, looked up): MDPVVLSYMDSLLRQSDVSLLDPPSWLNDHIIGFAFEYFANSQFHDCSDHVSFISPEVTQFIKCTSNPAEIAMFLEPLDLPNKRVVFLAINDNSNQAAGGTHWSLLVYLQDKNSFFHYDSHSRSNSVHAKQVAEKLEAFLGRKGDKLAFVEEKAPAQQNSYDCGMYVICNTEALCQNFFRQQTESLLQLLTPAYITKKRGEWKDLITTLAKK
Apaf-1 inh: inhibitors of human Apaf-1 apoptosome, primary screen, biochemical, DEVD-Rh110 fluorescence, uHTS; Apoptotic protease-activating factor 1 (Homo sapiens), O14727; reconstituted apoptosome caspase-3 activity; inhibition, % at 20 µM; actives 0.71% (n = 330,000); AID 489030, 2010; active = inhibition of at least 40% at 20 µM;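 also: plate controls were DMSO wells for no effect and DEVD-CHO caspase inhibitor wells for full effect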
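Material: reconstituted apoptosome with Apaf-1, cytochrome c, caspase-9, procaspase-3, dATP / Buffer or medium: pH 7.5 Hepes buffer with CHAPS, BSA, DTT / Also added: cytochrome c with DEVD-Rh110 / Schedule: compound with Apaf-1, dATP, procaspase-3 30 min, then 50 min reaction, room temperature / Technique: rhodamine 110 fluorescence at Ex 480/Em 540 nm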
SENP8 block-2: human SENP8 protease inhibitors, primary screen, biochemical, fluorescence, Nedd8 protein substrate, uHTS; actives 0.64% (n = 360,000); recombinant SENP8; inhibition, % at 20 µM; Sentrin-specific protease 8 (Homo sapiens), Q96LD8; AID 602440, 2012; in the data active = inhibition mostly above about 40%, no sharp cut-off; inactive = mostly below about 27%
SENP6 inh: SENP6 protease inhibitors, primary screen, biochemical, luminescence, uHTS | Sentrin-specific protease 6 (Homo sapiens), Q9GZR1 | Recombinant SENP6 catalytic domain, aminoluciferin luminescence | inhibition, % at 10 µM | actives 1.8% (n = 330,000);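 active = inhibition above about 50% at the single tested dose, limit read from the data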;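 also: plate controls were DMSO wells with enzyme for no effect and DMSO wells lacking enzyme for full effect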
SENP1 inh: human SENP1 catalytic domain inhibitors, primary screen, biochemical, FRET, uHTS; Sentrin-specific protease 1 (Homo sapiens), Q9P0U3; recombinant SENP1 catalytic domain, CyPet-SUMO1-YPet FRET cleavage; inhibition, % at 10 µM; actives 0.21% (n = 360,000); AID 624204, 2012;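 active = inhibition at least 30% at 10 µM, raw YFP signal under a set limit, fluorescence ratio 0.5 to 1.5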;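 also: 0% = enzyme with DMSO and 100% = no enzyme wells; some results filed as inactive read as strong as hits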
Target sequence (Q9P0U3 419-644 limits assumed): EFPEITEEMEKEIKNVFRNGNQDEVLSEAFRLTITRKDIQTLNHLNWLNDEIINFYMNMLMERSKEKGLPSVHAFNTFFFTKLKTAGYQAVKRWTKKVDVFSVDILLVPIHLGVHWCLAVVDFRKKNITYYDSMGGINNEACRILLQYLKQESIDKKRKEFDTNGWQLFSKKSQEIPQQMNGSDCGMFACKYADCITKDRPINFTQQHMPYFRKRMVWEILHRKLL
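Material: hSENP1 catalytic domain, recombinant; medium: Tris pH 8 with BME, BSA, NP40 and catalase; compound: single concentration of 10 µM compound, 0.5% DMSO final; technique: FRET read of cyan and yellow fluorescence; timing: 50 min enzyme reaction, room temperature, light-protected; reagent: SFCypet-SUMO1-SFYpet substrate at 25 nM; control set: no-enzyme low, enzyme-DMSO high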
SENP7 block: SENP7 protease inhibitors, primary screen, biochemical, luminescence, uHTS; Sentrin-specific protease 7 (Homo sapiens), Q9BQF6; recombinant SENP7, Z-RLRGG-aminoluciferin luminescence, 40 min; inhibition, % at 5 µM; actives 1.5% (n = 330,000); AID 434973, 2010;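 active = inhibition above about 50% at the single test dose, limit read from the data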;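 also: plate controls were DMSO with enzyme for no effect and no enzyme buffer wells for full effect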
Starred values were filed as active, the others as inactive; i = inactive; ? = inconclusive; . = no result given. This is a random part of the collection. About 3.6% of those tested had a hit in this group.

SMILES	A3G deaminase	UBC13 polyUb	SENP8 block-1	Apaf-1 inh	SENP8 block-2	SENP6 inh	SENP1 inh	SENP7 block
N#Cc1nc(-c2ccc(Cl)cc2)oc1NCCc1ccccn1	-7	10	-13	1	i	-14	1	4
CC1=N/C(=C\c2ccc([N+](=O)[O-])cc2)C(=O)N1c1ccc(Br)c(C)c1	-7	-3	3	1	-22	1	11	-5
Cc1ccc(NS(=O)(=O)c2ccccc2F)cc1S(=O)(=O)N1CCCCC1	-11	0	-2	1	5	-8	0	0
Cc1noc(C)c1S(=O)(=O)N(C)C[C@H]1Oc2c(NC(=O)Nc3ccc4c(c3)OCO4)cccc2C(=O)N([C@H](C)CO)C[C@@H]1C	-6	-8	-12	7	4	-9	-1	-6
CCCN(CCC)Cc1c(C(=O)N/N=C/C(C)=C\c2ccccc2)nnn1-c1nonc1N	-4	-10	-7	28	16	-25	1	-9
CSc1cccc(CN2CCN(CCc3ccccc3)C(CCO)C2)c1 (stereo not drawn)	-5	6	-6	1	19	5	1	-5
COC(=O)c1noc(C)c1-c1ccnn1C(=O)c1ccc(Cl)cc1	-7	-2	-13	11	-5	-35	7	-9
O=c1[nH]c2ccc(NCc3ccc(F)cc3)cc2[nH]1	6	-9	-2	0	-84	11	-1	18
COC(=O)CCC(=O)NS(=O)(=O)c1ccc(N=NN2CCOCC2)cc1	-1	-2	-6	-6	5	-19	0	5
CCOC(=O)C1CCN(c2nc3ccccc3n2CC(=O)c2ccccc2)CC1	-10	2	-1	9	13	1	1	9
O=C(O)c1cc2nc(-c3cccs3)cc(C(F)(F)F)n2n1	-12	16	-13	12	-203	-8	-38	-3
CCOC(=O)CN1CC23C=CC(O2)C(C(=O)N2CCN(c4ccc(F)cc4)CC2)C3C1=O (stereo not drawn)	-2	-4	-4	12	6	-10	-2	10
C=CCOc1c2ccc(C(=O)NCc3ccc(OC)cc3)cc2nn1C	-11	10	-11	5	i	-16	-2	-14
CCCc1n(CC)c2ccccc2[n+]1CC(O)COC1CCCCC1 (stereo not drawn)	15	-1	2	-4	-7	-13	4	2
Cc1ccc2c(c1)N(Cc1cccc(F)c1)C(=O)C(C)O2 (stereo not drawn)	1	-1	3	10	17	6	-3	5

Only A3G deaminase and UBC13 polyUb, for some of the entries so far:
Structure | A3G deaminase | UBC13 polyUb
COC(=O)c1noc(C)c1-c1ccnn1C(=O)c1ccc(Cl)cc1 | -7 | -2
Cc1ccc(NS(=O)(=O)c2ccccc2F)cc1S(=O)(=O)N1CCCCC1 | -11 | 0
O=C(O)c1cc2nc(-c3cccs3)cc(C(F)(F)F)n2n1 | -12 | 16

Additional compounds
SMILES	A3G deaminase	UBC13 polyUb	SENP8 block-1	Apaf-1 inh	SENP8 block-2	SENP6 inh	SENP1 inh	SENP7 block
CC(C)OC(=O)C1C(=O)CC(C)(O)C(C(=O)OC(C)C)C1c1cccc([N+](=O)[O-])c1 (stereo not drawn)	-10	12	-1	1	13	9	1	6
COC(=O)COc1ccccc1C(=O)Nc1ccc(OC)cc1	-6	5	-2	-2	4	-2	-2	9
CCN(Cc1ccncc1)C(=S)NCc1ccccc1	1	-5	-2	2	8	-7	-3	-5
CC(=O)NCC(=O)N(Cc1ccco1)C1(C(=O)NC2CCCCC2)CCCCC1	-7	-13	1	3	8	-4	-2	-8
N#Cc1ccc(-c2csc(NC(=O)c3cc(-c4cccs4)nc4ccccc34)n2)cc1	-4	-4	-1	-28	-450	6	3	2
COc1ccc(-c2[nH]ncc2CN2CCC(OCc3ccccc3)CC2)c(F)c1	-10	6	-9	12	25	-28	2	0
O=C(O)c1ccc(-n2nnnc2SCc2ccccc2Br)cc1	-5	3	10	5	12	0	3	2
CCOC(=O)N1CCC(NC(=O)c2cc3cc4cc(OC)ccc4nc3o2)CC1	-5	26	-2	-3	i	8	-5	4
Cc1cc(Cl)ccc1OCC(=O)OCC(=O)N1CCC(C(N)=O)CC1	-3	15	5	-9	18	-5	5	3
COc1ccccc1Oc1cc(C#N)c(C#N)cc1-n1nnc2ccccc21	-5	1	-15	7	0	-15	2	-12
CCN(CC)C(=O)/C=C/c1ccc(OC)c(S(=O)(=O)N2CCCCC2)c1	-2	9	-5	-10	14	-5	1	-4
CC1CN(c2nc3ccccc3nc2C(C#N)C(=O)NC2CCCCC2)CC(C)O1 (stereo not drawn)	-1	-5	-1	18	.	5	.	8
CCC(=O)N1CCc2cc(S(=O)(=O)NCCC(=O)N3CC=C(c4ccccc4)CC3)ccc21	-2	-17	-8	21	-2	-10	-5	-2
Cc1c(Cl)cccc1NC(=O)CN(C1CCCCC1)S(C)(=O)=O	-7	-6	-11	4	9	-12	1	11
Cc1c(Cl)cccc1N1C(=O)CC(NNC(=O)c2cccs2)C1=O (stereo not drawn)	-9	-16	-4	0	7	-9	-4	-7
CCOC(=O)CSc1nc2cc3c(cc2cc1C#N)OCCO3	-7	?	8	2	-164	9	4	6
O=C(CSc1nnc(-c2ccccc2)n1Cc1ccccc1)N1CCCC1	-7	1	-4	3	8	0	-1	-6
Cc1onc(-c2ccccc2)c1C(=O)Nc1nncs1	-3	-2	-1	7	11	-4	2	-4
CCC(=O)NC(=S)NNC(=O)COc1ccc(Br)cc1	39	37	-3	7	22	-8	2	-4
CCc1cccc(CC)c1NC(=O)c1cccc(NC(=O)c2ccccc2)c1	-5	5	0	1	7	13	1	2
O=S(=O)(c1ccc2c(c1)OCCO2)N1CCC(c2nc3ccc(Cl)cc3[nH]2)CC1	-7	-5	-7	4	4	-15	3	1
CCN(CC)C(=O)[C@H]1C[C@H](CC(=O)NCCCN(C)C)C(=O)N2CCc3c([nH]c4cc(-c5ccco5)ccc34)[C@]12C	-1	.	.	35	-324	.	0	5
CSCCC(NC(=O)c1ccco1)C(=O)OCC(=O)N1c2ccccc2NC(=O)C1(C)C (stereo not drawn)	-1	-2	-18	17	10	-9	0	-7
Cc1ccnc2nc(C(=O)OCCOc3ccccc3)nn12	-1	4	4	-2	4	-2	2	-3
COc1ccc(NC(=O)CSc2nc3ccccc3nc2N2CCCC2)c(OC)c1	-6	5	-6	13	-132	0	-54	17
Cn1cnnc1SCc1ccccc1Br	2	10	4	-10	15	7	-1	5
Nc1cc(N2CCCC2)ccc1[N+](=O)[O-]	-6	-84	-6	7	28	10	2	13
CCOC(=O)c1cc(C#N)c(Nc2ccc(C)cc2)nc1C(F)(F)F	-2	7	0	-9	-7	0	0	1
NC(=O)C1CCN(C(=O)C2CCN(C(=O)Nc3ccccc3)CC2)CC1	-12	2	1	-2	7	2	-2	9
O=C(N/C(=C\c1ccco1)C(=O)N1CCCC1CO)c1ccccc1 (stereo not drawn)	-3	-12	-3	7	5	-19	24	-4

Gathered by group: the compounds so far containing an NH in an aromatic ring (4)
SMILES	A3G deaminase	UBC13 polyUb	SENP8 block-1	Apaf-1 inh	SENP8 block-2	SENP6 inh	SENP1 inh	SENP7 block
O=c1[nH]c2ccc(NCc3ccc(F)cc3)cc2[nH]1	6	-9	-2	0	-84	11	-1	18
COc1ccc(-c2[nH]ncc2CN2CCC(OCc3ccccc3)CC2)c(F)c1	-10	6	-9	12	25	-28	2	0
O=S(=O)(c1ccc2c(c1)OCCO2)N1CCC(c2nc3ccc(Cl)cc3[nH]2)CC1	-7	-5	-7	4	4	-15	3	1
CCN(CC)C(=O)[C@H]1C[C@H](CC(=O)NCCCN(C)C)C(=O)N2CCc3c([nH]c4cc(-c5ccco5)ccc34)[C@]12C	-1	.	.	35	-324	.	0	5

Other compounds:
SMILES	A3G deaminase	UBC13 polyUb	SENP8 block-1	Apaf-1 inh	SENP8 block-2	SENP6 inh	SENP1 inh	SENP7 block
Cc1ccc(S(=O)(=O)N(Cc2ccc(C(F)(F)F)cc2)C(=O)N2CCN(C)CC2)cc1	1	2	5	-2	23	2	4	8
Cc1ccccc1-c1nc(CS(=O)(=O)CC(=O)N2CCc3ccccc3C2)c(C)o1	-4	2	6	20	31	20	-4	7
CC(=O)c1cn(-c2ccc(Cl)cc2)c(=O)n(Cc2ccc(F)cc2)c1=O	-5	9	-4	16	12	1	-2	-13
COc1ccc(/C=N/NC(=O)c2ccc(Cl)cc2)cc1Cn1cc(Cl)cn1	-1	-19	-7	1	-26	-5	2	-5
O=C(NCC1CCCO1)c1nn2c(C(F)(F)F)cc(-c3cc(Br)cs3)nc2c1Br (stereo not drawn)	-9	8	3	0	-161	-8	-24	-4
O=c1cc(O)nc[nH]1	-6	0	5	-35	12	-8	-4	5
C/C=C/c1ccc(OCC(O)CN(C)Cc2ccc(SC)cc2)c(OC)c1 (stereo not drawn)	-5	22	4	19	12	5	-1	-3
c1ccc(CN(Cc2cccs2)C(c2cccs2)c2nnnn2C2CCCC2)cc1 (stereo not drawn)	-4	0	-6	2	43*	-2	0	-2
OCCN1CCOCCN(CCO)CCOCC1	1	-1	0	14	20	-17	1	7
O=C(COC(=O)c1ccccn1)Nc1nccs1	-5	-2	4	0	11	-11	-1	-2
COc1ccccc1CNC(=O)COC(=O)c1ccncc1	-8	4	-10	1	-30	-24	-6	4
CCCCn1c(=O)[nH]c(=O)c2c1nc(COc1ccc(C#N)cc1)n2CCC	-1	1	-3	1	18	-10	0	7
Clc1ccc(-c2nnnn2-c2ccc(Cl)cc2)cc1	-5	10	0	2	13	-3	2	1
COc1cc2c(c3oc(-c4ccccc4)cc(=O)c13)C=CC(C)(C)O2	-12	12	-17	29	-42	-16	-2	-17
Cc1ccc(NC(=O)CN(C)C(=O)Cn2ccsc2=N)cc1	2	-6	-2	-10	3	9	-2	15
CCn1c(=O)cc(N2CCCCC2)[nH]c1=O	-3	8	-3	-8	16	-15	-2	-6

Source: PubChem BioAssay (Sanford-Burnham Center for Chemical Genomics)
